RSV antiviral HEp-2: RSV antiviral activity via CPE protection, HEp-2 cells, primary 10 µM value included (AID 2391); actives 0.13% (n = 310,000); HEp-2 cells, RSV-induced CPE inhibition; higher % means a stronger effect; CPE inhibition, % at 10 µM, or IC50 in µM where a hit was titrated; in the data active means a potency from the dose series; inconclusive means CPE inhibition mostly from about 23% at the one dose, without a potency; inactive means the rest, 99 in 100 with CPE inhibition below about 21%; further: strong numbers were not always called active
NTR1 agonist: agonists of NTR1, primary screen, imaging, U2OS cells, beta-arrestin-GFP, high content (AID 493036); activation, % at 20 µM; actives 0.17% (n = 330,000); NTR1-U2OS beta-arrestin-GFP spot imaging, agonist mode;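 active means activation at or above 40% of the spot to cytoplasm intensity ratio, with at least 20 cells analyzed; inconclusive means wells under 20 cells, flagged as cytotoxic or low count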;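 further: 0% = DMSO without peptide and 100% = 100 nM NTR1 peptide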
Target sequence (P30989 whole entry, looked up): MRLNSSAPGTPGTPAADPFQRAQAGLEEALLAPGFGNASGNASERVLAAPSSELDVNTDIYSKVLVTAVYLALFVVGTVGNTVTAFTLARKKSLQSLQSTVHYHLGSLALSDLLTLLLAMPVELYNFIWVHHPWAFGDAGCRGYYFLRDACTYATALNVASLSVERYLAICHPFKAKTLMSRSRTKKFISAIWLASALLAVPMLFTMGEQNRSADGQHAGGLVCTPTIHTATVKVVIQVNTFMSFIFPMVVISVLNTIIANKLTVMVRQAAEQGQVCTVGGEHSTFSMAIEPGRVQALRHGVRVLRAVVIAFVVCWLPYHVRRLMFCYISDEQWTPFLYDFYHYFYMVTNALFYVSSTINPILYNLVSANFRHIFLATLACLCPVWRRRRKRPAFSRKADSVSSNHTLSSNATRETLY
K1F lysis inhibition: inhibition of K1F phage lysis, E. coli UTI89, bacterial capsule biogenesis inhibitors, alamar blue (AID 488966). inhibition, % at 100 µM; hits with a dose series show IC50 in µM. actives 0.02% (n = 340,000). E. coli UTI89 K1F phage lysis, alamar blue, 2 h; higher % means a stronger effect;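 active means phage lysis inhibition, versus mean bacterial control, above a set limit; inconclusive means no clear call, values can overlap the other calls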;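 further: capsule biogenesis inhibitors block K1F phage lysis so surviving cells raise fluorescence; higher fluorescence means more inhibition of phage lysis; actives were called in the ten point dose series up to 300 µM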
Large T inhibition: TAg ATPase/helicase activity blockers – biochemical (AID 1903) | SV40 large T antigen ATPase/helicase inhibition assay; higher % means a stronger effect | inhibition, % at 20 µM; hits with a dose series show IC50 in µM | actives 0.39% (n = 310,000); in the data active means a potency from the dose series; inconclusive means inhibition mostly from about 32% at the one dose, without a potency; inactive means the rest, 99 in 100 with inhibition below about 32%; further: strong numbers were not always called active
MgcRacGAP inhibition: MgcRacGAP GTPase-activating activity inhibitors, confirmation, biochemical, ADP Hunter fluorescence. MgcRacGAP-stimulated Rac1 GTP hydrolysis, ADP Hunter fluorescence; higher % means a stronger effect; GST-tagged Rac1 F28L mutant substrate. inhibition, % at 30 µM, or IC50 in µM where a hit was titrated. actives 0.6% (n = 340,000);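 active means first-screen hits whose inhibition reached a set limit at any dose in the follow-up dose series; inconclusive means inhibition above the set first-screen limit but never retested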;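 further: fluorescence reports GDP produced by GAP-driven GTP hydrolysis; strong numbers were not always called active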
T cell HTS: modulates CD8 T cell binding to vesicles. 2C CD8+ T cell-vesicle binding, flow cytometry; hits give low values. calls only at 7 µM. actives 0.068% (n = 330,000). AID 2052;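 active means response, share of CD8 T cells binding vesicles, and their 90th percentile fluorescence all below set limits, cut at about 80% in these data, passing the limit was not always enough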
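Material: murine 2C transgenic CD8+ T lymphocytes / Also added: QL9-peptide-loaded Drosophila micro-vesicles bearing Ld, ICAM-1 and B7-1 / Schedule: binding step 1.5 h, 37 °C, antibody labelling 20 min, ice / Signal: flow cytometry, PE anti-B7-1 (FL2) versus Alexa647 anti-CD8 (FL8), PFA-fixed / Evaluation: percent CD8+ FL2 mean versus row control / Benchmarks: naked versus QL9-loaded vesicles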
West Nile antiviral: West Nile virus antiviral activity, cell-based, CPE readout (AID 1621); West Nile virus-infected cells, CPE inhibition; higher % means a stronger effect; actives 0.02% (n = 290,000); CPE inhibition, % at 10 µM; hits with a dose series show IC50 in µM; in the data active means a potency from the dose series; inconclusive means CPE inhibition mostly from about 3.7% at the one dose, without a potency; inactive means the rest, 99 in 100 with CPE inhibition below about 2.2%; further: strong numbers were not always called active
PhoP inhibition: inhibitors of PhoP regulon expression, primary screen, Salmonella Typhimurium, GFP reporter (AID 1863); inhibition, % at 50 µM, or IC50 in µM where a hit was titrated; actives 0.16% (n = 300,000); S. Typhimurium PhoP-regulated promoter GFP reporter, 4 h; higher % means a stronger effect;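 active means inhibition over 29.93%, a cutoff 3 SD above the screen mean, later confirmed by dose response; inconclusive means inhibition over 29.93% but no dose response follow-up; inactive means inhibition at most 29.93% or unconfirmed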;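 further: 0% = low Mg2+ inducing control and 100% = high Mg2+ repressing control; strong numbers were not always called active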
Dengue-2 NS5 capping: flavivirus cap methylation enzyme inhibition – biochemical, confirmation dose response, primary screen (AID 588689); Dengue-2 NS5 methyltransferase capping enzyme assay, biochemical; higher % means a stronger effect; inhibition, % at 25 µM; hits with a dose series show IC50 in µM; actives 0.3% (n = 340,000); in the data active means a potency from the dose series; inconclusive means inhibition above about 29% without an active follow-up result
T cell HTS vesicle-bound %: second read-out of T cell HTS, no call of its own (marks repeat the call); double positive events, %; measured here: CD8+ vesicle-bound cell fraction;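 binding gate set so that unloaded-vesicle control wells show 10% double positive cells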
NTR1 agonist cell count 20 µM: recorded beside NTR1 agonist, whose call it bears; cell count; measured here: cell count, cytotoxicity flag
Dengue-2 NS5 capping pilot replicate: further read-out of Dengue-2 NS5 capping, marked with its call; inhibition, %; measured here: pilot screen replicate inhibition
Numbers without * were called inactive; i = inactive; ? = inconclusive; / = not tested or not shown; [ ] = remark or other dose.

SMILES	RSV antiviral HEp-2	NTR1 agonist	NTR1 agonist cell count 20 µM	K1F lysis inhibition	Large T inhibition	MgcRacGAP inhibition	T cell HTS	T cell HTS vesicle-bound %	West Nile antiviral	PhoP inhibition	Dengue-2 NS5 capping	others
CC(=O)c1c(C)[nH]c(C(=O)OCc2nnc(-c3ccc([N+](=O)[O-])cc3)o2)c1C	/	1.3	79	0.5%[50 µM]	/	-2%	i	36	/	/	-8%
CCC(=O)N1CCCc2cc(S(=O)(=O)N3CCN(c4ncccn4)CC3)ccc21	1.7%	3.9	54	5.3%	-6%	6%	i	19	-0.5%	4%	-3%
COc1cccc(CN2CCCCC2C(=O)O)c1 (centres undefined)	1.5%	0.7	62	-0.8%	-11%	-1%	i	66	-0.3%	0%	-11%
O=C(NNC1=Nc2ccccc2SC1)c1ccc(Cl)cc1	-0.1%	1.4	51	0.1%	6%	1%	i	36	0.4%	-2%	7%
Cc1c(C(=O)N(C)Cc2cccc(F)c2)oc2c(Cl)cccc12	18%	1.9	42	-0.1%	-7%	3%	i	34	0.2%	10%	-9%
Cc1ccc(C)c2[nH]c(=O)c(CCNS(=O)(=O)c3ccccc3)cc12	3.5%	-0.2	90	0.0%	-1%	1%	i	44	-0.1%	7%	-1%
Nc1ncnc(Nc2ccc(S(N)(=O)=O)cc2)n1	0.3%	/	/	1.9%[50 µM]	7%	5%	i	20	1.0%	-11%	5%
Cc1ccc(NC(=O)CCn2nnc3ccccc32)c(C)c1	-1.5%	0.1	52	0.5%	7%	7%	i	62	-0.6%	2%	-1%
O=C(CC1CCCC1)Nc1ccc(Cl)c(S(=O)(=O)N2CCOCC2)c1	/	-0.7	50	2.7%	/	2%	i	13	/	/	-11%
CN1CCN(C(=O)C2=C[C@H](c3csc4ccccc34)C[C@H](OCc3ccc(CO)cc3)O2)CC1	-2.5%	0.8	89	3.1%	9%	11%	i	36	1.6%	-10%	3%
O=C(CCC(=O)N(CC(=O)NC1CCCC1)Cc1ccc2c(c1)OCO2)Nc1nccs1	-1.9%	0.3	83	/	19%	/	i	51	1.1%	0%	/
c1ccc2sc(SCc3ccc(-c4nnco4)cc3)nc2c1	0.6%	-3.5	75	3.2%	6%	6%	i	58	-0.3%	14%	3%
COc1cc(/C=N/NC(=O)c2ccc(O)cc2)ccc1OCC(=O)N1CC(C)OC(C)C1 (centres undefined)	1.0%	-0.7	56	0.1%	4%	0%	i	57	0.1%	-8%	-4%
Cc1ccc(S(=O)(=O)N2CCC[C@H]2C(=O)OCc2cc(=O)oc3cc(C)ccc23)cc1	/	5.3	54	2.3%	/	3%	i	42	/	/	-3%
CCc1cc2c(=O)[nH]c(Cc3ccc(OC)cc3)nc2s1	2.1%	0.6	51	-3.2%	-3%	-6%	i	42	-0.8%	26%	-10%
CC(Oc1ccccc1C(N)=O)C(=O)Nc1ccc(S(=O)(=O)N2CCCC2)cc1 (centres undefined)	2.9%	1.6	64	0.7%[50 µM]	15%	2%	i	22	/	-5%	-14%
COc1ccc(C)cc1NC(=O)/C=C/c1ccc(OC)c(S(=O)(=O)N2CCOCC2)c1	0.8%	1.0	62	0.5%[50 µM]	/	1%	i	42	/	/	0%
COC(=O)/C=C1/S/C(=N/NC(=O)c2ccccc2)NC1=O	2.0%	-0.5	68	0.6%	4%	12%	i	22	0.0%	-5%	-3%
COc1ccc(Br)cc1S(=O)(=O)Nc1ncn[nH]1	3.3%	0.3	59	0.2%	15%	5%	i	13	-0.3%	-8%	3%
CC1=CC(C)(C)NC(=O)N1c1ccc(C)cc1	3.2%	-0.7	54	0.2%	14%	3%	i	42	-0.6%	-4%	-2%
O=C(Nc1ccc(C(=O)O)cc1)/C(=C/c1cccc(Br)c1)NC(=O)c1ccco1	0.4%	-1.2	82	0.2%	2%	15%	i	60	0.8%	-12%	-5%
Cn1c(SCC(=O)N(Cc2ccccc2)C(C)(C)C)nc2ccccc21	2.2%	1.2	67	-0.4%	9%	10%	i	47	0.8%	6%	-5%
CCn1c2c(c(C)cc1=O)C(=O)CC(C)(C)C2	1.6%	0.7	72	2.5%[50 µM]	0%	10%	i	46	0.1%	0%	1%
Cn1nc(C(F)(F)F)c(/C=N/OC(=O)c2ccccc2)c1SCc1ccccc1Cl	-1.3%	-2.1	95	0.0%	16%	9%	i	26	-1.4%	-3%	-6%
COc1cccc(C(=O)Nc2ccc(NC(=O)c3cc4ccccc4o3)c(OC)c2)c1	0.0%	0.5	63	-0.1%	11%	5%	i	48	-0.1%	-8%	5%
Cc1ccc(S(=O)(=O)NCCC(=O)N2CCN(S(=O)(=O)c3ccccc3)CC2)cc1C	-1.7%	0.5	63	0.5%[50 µM]	8%	4%	i	51	/	0%	-3%
CC(CC(=O)Nc1nc2ccccc2[nH]1)n1ccnc1 (centres undefined)	8.9%	0.0	53	0.3%	1%	7%	i	63	-0.2%	0%	-5%
O=C(CCN1c2ccccc2Sc2ccccc21)OCC(=O)N1CCN(C(=O)c2ccco2)CC1	5.3%	-0.1	54	-0.3%	?	27%	i	53	0.3%	0%	-9%
O=C(COc1ccc(Br)cc1F)NC1CCN(Cc2ccccc2)CC1	-1.4%	1.2	38	0.6%	29%	5%	i	29	/	2%	-7%
O=C(N/N=C/c1cc([N+](=O)[O-])ccc1O)c1cccc2ccccc12	5.6%	1.5	37	0.0%	-17%	8%	i	22	0.3%	-9%	-7%
CN(C(=O)COC(=O)c1cc([N+](=O)[O-])ccc1N1CCCC1)C1CCS(=O)(=O)C1 (centres undefined)	0.8%	0.2	55	4.8%	3%	9%	i	33	-0.2%	6%	-6%
CC(C)CNC(=S)Nc1ccc(Oc2ccccc2)cc1	-0.1%	0.5	55	10%	15%	9%	i	41	-1.6%	-5%	-8%
O=C(CN1C(=O)C2CCCCC2C1=O)Nc1ccccc1C(=O)O (centres undefined)	3.1%	0.8	50	0.1%	6%	8%	i	21	0.0%	-1%	-2%
CCNC(=S)Nc1ccc(Cl)c(C(F)(F)F)c1	4.0%	0.3	51	1.7%	7%	10%	i	50	-1.1%	8%	-1%
Cc1ccc(N(CC(=O)NC2CCCCC2)S(=O)(=O)c2cccs2)cc1	1.2%	0.7	77	0.4%	7%	9%	i	11	-0.5%	-4%	-10%
CCOC(=O)c1nnn(-c2nonc2N)c1CSc1ccccn1	2.5%	-1.0	78	-0.7%	14%	0%	i	26	0.5%	7%	-1%
COc1ccc(C(=O)N/C(=C/c2ccco2)C(=O)N2CCCCCC2)cc1	0.9%	0.3	65	-0.7%	4%	2%	i	28	-0.6%	3%	-25%
Cc1cccc(NC(=O)COC(=O)CCc2c[nH]c3ccccc23)c1	0.9%	-1.5	56	0.5%[50 µM]	/	-1%	i	40	/	/	-9%
CN(C)C(CNC(=O)CCCOc1ccccc1)c1ccco1 (centres undefined)	2.3%	1.4	94	0.1%	-7%	2%	i	17	-0.2%	9%	-4%	Dengue-2 NS5 capping pilot replicate=0.8
CCOC(=O)N1CCN(C(=S)NC(=O)c2ccc(F)c(F)c2)CC1	0.7%	-1.8	58	0.3%	21%	4%	i	36	-0.1%	-10%	-6%
Cc1c(C)n(C)c2ccc(C(=O)NCCCN3CCOCC3)cc12	-1.8%	-0.1	52	0.1%	11%	3%	i	63	-0.9%	3%	-9%
CN(C)c1cccc(C(=O)OCCCC(=O)c2ccc(F)cc2)c1	1.4%	2.3	46	0.0%[50 µM]	/	2%	i	24	/	/	2%
C/C(N)=C(/C#N)C(=O)COC(=O)c1ccccc1Cc1ccccc1	45µM*	4.5	29	0.1%	12%	3%	i	31	0.3%	2%	-8%
O=C(COc1ccc2c(c1)OCO2)Nc1ccccc1F	1.2%	-1.7	76	1.1%	1%	4%	i	58	1.1%	9%	-4%
CCOc1ccc(Br)cc1CNCc1cccnc1	0.1%	-0.6	39	0.2%	9%	8%	i	61	-0.2%	1%	-3%
CCOc1ccc(NC(=O)NCC2CCN(c3ccc(OC)cc3)C2)cc1 (centres undefined)	1.9%	0.5	62	3.1%	22%	5%	i	39	-0.4%	-2%	-6%
CCOc1ccccc1N1CC(C(=O)NCCOc2ccccc2OC)CC1=O (centres undefined)	0.6%	-0.4	65	0.4%	3%	5%	i	46	0.6%	0%	2%
Cc1cc(C)cc(N2C(=O)CC(Sc3ncn[nH]3)C2=O)c1 (centres undefined)	0.4%	0.1	33	0.0%	/	4%	i	29	-0.7%	/	-5%
O=C1C(Nc2ccccc2)=C(NS(=O)(=O)c2ccccc2)C(=O)c2ccccc21	1.0%	-0.3	53	1.6%[50 µM]	25%	7%	i	63	0.2%	6%	-1%
O=C1CC(=O)Nc2cc(S(=O)(=O)Nc3ccc(F)cc3Cl)ccc2N1	2.9%	-0.7	34	4.6%	/	9%	i	28	-0.2%	/	4%
Cc1ccc(SCc2cc(=O)[nH]c(Nc3nc(C)c4ccc(C)cc4n3)n2)cc1	3.2%	5.4	60	-2.9%	4%	2%	i	40	-0.1%	7%	0%
O=C(N/N=C/c1cc2c(cc1[N+](=O)[O-])OCO2)c1ccc2c(c1)OCO2	1.3%	1.7	49	0.4%	13%	7%	i	21	0.5%	-7%	0%
COc1ccccc1-c1sc2ccccc2c1-c1ccc(OCCN2CCOCC2)cc1	/	4.7	79	0.1%	/	9%	/	/	/	/	0%	Dengue-2 NS5 capping pilot replicate=3.6
CC(C)CNC(=O)CCCc1c[nH]c2ccccc12	0.6%	-0.8	79	6.8%	15%	5%	i	15	-0.6%	7%	1%
CCCCNC(=S)Nc1ccc(SC(F)F)cc1	0.0%	2.9	64	0.8%	8%	14%	i	30	-0.3%	-3%	-5%
COCCNC(=O)c1cn(C(C)c2ccccc2F)nn1 (centres undefined)	-0.4%	-0.4	55	/	0%	/	i	2	0.1%	3%	/

Assay outcomes: PubChem, several laboratories

The order is random; overall some 1.5% were active at least once.
